NR2E3 ag-1: inhibitors of NR2E3-RetCOR corepressor binding, primary screen, NR2E3 agonist project, biochemical, TR-FRET, GST-NR2E3, biotin-RetCOR; Photoreceptor-specific nuclear receptor (Homo sapiens), Q9Y5X4; 1536-well; inhibition of corepressor binding, % at 4.78 µM; 0.12% of 320,000 active; AID 2300, 2010;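 active = percent inhibition above the cutoff of mean plus 3 SD of all tested compounds, set per screening campaign, cut at about 20% in these data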;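 note: 0% = DMSO wells and 100% = biotin wells as full block of FRET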
Target sequence (Q9Y5X4 whole entry, looked up): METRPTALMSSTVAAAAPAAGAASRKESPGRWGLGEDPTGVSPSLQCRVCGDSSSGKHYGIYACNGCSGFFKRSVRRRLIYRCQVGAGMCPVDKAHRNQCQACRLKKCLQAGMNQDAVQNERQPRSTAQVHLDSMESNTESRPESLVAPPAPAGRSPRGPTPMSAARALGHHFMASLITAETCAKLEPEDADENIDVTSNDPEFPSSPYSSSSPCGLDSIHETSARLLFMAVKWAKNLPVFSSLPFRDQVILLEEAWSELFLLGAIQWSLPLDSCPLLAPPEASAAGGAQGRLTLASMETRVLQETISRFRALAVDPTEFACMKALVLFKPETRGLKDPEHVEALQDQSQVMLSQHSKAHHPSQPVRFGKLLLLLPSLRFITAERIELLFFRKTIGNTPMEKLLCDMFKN
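Material: NR2E3–RetCOR corepressor complex / Incubation: Compound–protein incubation for 5 h at 4 °C / Dosing: compound at 4.8 µM, single dose / Detection: time-resolved FRET / Benchmarks: high control biotin, low control 0.6% DMSO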
HIF-2a inh: HIF-2a reporter inhibitors, primary screen, luminescence, 786-0 RCC cells; 786-0 RCC cells HIF-2a reporter, luciferase luminescence, overnight; inhibition, % at 18.8 µM; 0.72% of 360,000 active; AID 624352, 2012;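 active = inhibition of the luminescence signal of 40% or more relative to plate controls, in a single-dose primary screen at 18.75 µM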
aDG glyco up: activators of alpha-DG glycosylation, primary screen, uHTS, Pro5-aDG cells, AlphaScreen; alpha-DG glycosylation AlphaScreen (IIH6); 0% Pro5, 100% B10-LARGE cell signal; activation, % at 10 µM; 0.22% of 360,000 active; AID 624168, 2012;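 active = activation of at least 8% versus controls, or a plate z-score of at least 8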;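 note: Pro5 are CHO cells carrying HIG-tagged alpha-DG that lacks glycosylation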
TRPM1 prom inh: inhibitors of MITF-dependent TRPM1 promoter reporter, primary screen, cell-based, SK-MEL-5, single point, luciferase; SK-MEL-5 TRPM1 promoter luciferase, 24 h; inhibition, % at 12.5 µM; 0.83% of 330,000 active; AID 488899, 2010;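 active = mean inhibition across replicates of 60% or more, whatever share of single replicates reaches that level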; note: values of inactives mirror those of a sister screen read the other way
CaV13 FRET inh: Primary screen for inhibitors of IQ motif and Ca2+-dependent inactivation inhibitor domain binding in CACNA1D, Förster resonance energy transfer in living cells, …; inhibition, % at 12.3 µM; 0.098% of 340,000 active; AID 743397; HEK cells, CFP/YFP FRET ICDI-IQ, plate reader, 10 min; percent FRET-ratio fall versus neutral wells;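 active = mean replicate inhibition of at least 30% and at least 1% of replicates passing that level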;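 note: 0% = median of the neutral control wells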
Exocytosis inh: LAMP-1 surface exposure blockers, TALL-104 cells – cell-based, flow cytometry, MLPCN library, primary screen; TALL-104 LAMP-1 surface exposure; cells stimulated with thapsigargin and PMA; inhibition, % at 10 µM; 0.66% of 360,000 active;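 active = inhibition above about 55%, limit read from the data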
Vif imaging: HIV Vif self-association inhibitors, primary screen, imaging, HEK293T, single point; HEK293T cells, Vif self-association by quenched fluorescence, 24 h; inhibition, % at 7.49 µM; 0.35% of 340,000 active; AID 602346, 2012; in the data active = inhibition above about 50%, passing the limit was not always enough; note: some results filed as inactive read as strong as hits
hiPSC survival: enhancers of single-cell hiPSC survival, primary screen, ATPlite luminescence | 100% = ROCK inhibitor wells, 0% = DMSO | survival enhancement, % at 20 µM | 0.044% of 360,000 active | AID 602274, 2012; in the data active = survival enhancement above about 18%;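 note: cells exposed to compounds for 16 hours before the ATP read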
PDI turbidity: inhibitors of human PDI, primary screen, biochemical, turbidity, single point, plate reader. inhibition, % at 10 µM. PDI insulin aggregation turbidity, A650, 90 min. Protein disulfide-isomerase (Homo sapiens), P07237. 0.052% of 350,000 active. AID 588391, 2011;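 active = mean inhibition across replicates of 30% or more, whatever share of single replicates reach that level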;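 note: absorbance from insulin aggregation driven by PDI reduction with DTT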
Target sequence (P07237 whole entry, looked up): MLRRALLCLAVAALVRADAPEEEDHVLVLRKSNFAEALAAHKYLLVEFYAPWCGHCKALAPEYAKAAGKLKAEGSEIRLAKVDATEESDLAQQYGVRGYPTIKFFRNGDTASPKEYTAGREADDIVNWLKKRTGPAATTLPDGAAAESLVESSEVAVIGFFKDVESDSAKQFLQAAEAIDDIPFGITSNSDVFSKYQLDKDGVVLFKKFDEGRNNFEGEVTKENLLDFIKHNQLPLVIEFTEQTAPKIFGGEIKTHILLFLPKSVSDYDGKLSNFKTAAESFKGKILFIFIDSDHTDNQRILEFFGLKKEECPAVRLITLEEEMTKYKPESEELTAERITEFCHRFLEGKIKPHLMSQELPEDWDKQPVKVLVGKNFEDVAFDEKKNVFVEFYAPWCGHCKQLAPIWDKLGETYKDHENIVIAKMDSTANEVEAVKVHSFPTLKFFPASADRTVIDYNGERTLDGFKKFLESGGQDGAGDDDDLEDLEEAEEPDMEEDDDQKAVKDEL
NR2E3 ag-2: NR2E3 agonists in two-hybrid cells, primary screen, cell-based, luminescence, CHO-S, Gal4-NCOR/VP16-NR2E3. Photoreceptor-specific nuclear receptor (Homo sapiens), Q9Y5X4. luciferase. inhibition of corepressor binding, % at 3.98 µM. 0.35% of 360,000 active. AID 602229, 2012;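 active = inhibition above the mean of all tested compounds plus 3 SD, cut at about 70% in these data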;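 note: 0% = DMSO with NR2E3 transfected cells and 100% = cells lacking NR2E3 construct; higher means lower luciferase signal from less NR2E3 corepressor binding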
Peg3 promoter: Peg3 promoter-driven luciferase inhibitors, primary screen, cell-based, HeLa, luciferase luminescence | HeLa PEG-Prom luciferase reporter, overnight | inhibition, % at 20 µM | 1.7% of 360,000 active;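 active = inhibition of at least 50% at 20 µM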
The depositor's hits bear a star.

Screening CCS(=O)(=O)c1ccc2oc(SCC(=O)Nc3ccc(OC)cc3)nc2c1 returned NR2E3 ag-1 2, HIF-2a inh -29, aDG glyco up -0.1, TRPM1 prom inh 0, CaV13 FRET inh -6, Exocytosis inh 1, Vif imaging 1, hiPSC survival 0.8, PDI turbidity 0, NR2E3 ag-2 6 and Peg3 promoter -26.
For CC1CCCCC1N(C)C1CCN(C(=O)CNC(=O)/C=C/c2cccc(Cl)c2)CC1 (stereo not given) the results were NR2E3 ag-1 -2, HIF-2a inh 19, aDG glyco up 0.1, TRPM1 prom inh -8, CaV13 FRET inh -7, Exocytosis inh 27, Vif imaging 3, hiPSC survival -0.7, PDI turbidity -5, NR2E3 ag-2 -7 and Peg3 promoter -34.
CCN(CC)S(=O)(=O)c1ccc(NC2c3ccccc3C(=O)N2Cc2ccco2)cc1 (stereo not given) was read as NR2E3 ag-1 4, HIF-2a inh 0, aDG glyco up -0.2, CaV13 FRET inh -4, Exocytosis inh -3, Vif imaging 1, hiPSC survival -1.2, NR2E3 ag-2 -16 and Peg3 promoter 0.
CCN(CC)CCCOC(=O)C(c1ccccc1)c1ccccc1 was read as NR2E3 ag-1 6, HIF-2a inh -17, aDG glyco up 0.0, TRPM1 prom inh -8, Exocytosis inh -7, Vif imaging 1, hiPSC survival -1.0, NR2E3 ag-2 1 and Peg3 promoter -12.
Screening O=C(CC1CCCCC1)Nc1ccccc1-c1ccccc1 returned NR2E3 ag-1 -3, HIF-2a inh 7, aDG glyco up -0.4, TRPM1 prom inh -16, CaV13 FRET inh -3, Exocytosis inh 0, Vif imaging -4, hiPSC survival -0.5, PDI turbidity -4, NR2E3 ag-2 1 and Peg3 promoter 13.
COc1ccc(C#Cc2c(-c3ccc(OC)cc3)oc3ccc(-c4ccc5c(c4)OCO5)cc23)cc1 was read as NR2E3 ag-1 1, HIF-2a inh 9, aDG glyco up -0.2, TRPM1 prom inh 3, CaV13 FRET inh -11, Exocytosis inh -6, Vif imaging -3, hiPSC survival -1.2, PDI turbidity -2, NR2E3 ag-2 -27 and Peg3 promoter 10.
For COc1c(C(=O)Nc2nnc(C3CC3)s2)csc1Cl the results were NR2E3 ag-1 1, HIF-2a inh -189, aDG glyco up 0.0, TRPM1 prom inh -35, CaV13 FRET inh -3, Exocytosis inh 2, Vif imaging 2, hiPSC survival 0.1, PDI turbidity -3, NR2E3 ag-2 -89 and Peg3 promoter -229.
`CC(NC(=O)C(C)N1CCN(Cc2ccccc2)CC1)c1ccccc1` (stereo not given) gave NR2E3 ag-1 1, HIF-2a inh 9, aDG glyco up 0.1, TRPM1 prom inh 7, CaV13 FRET inh -3, Exocytosis inh -5, Vif imaging 11, hiPSC survival -0.6, PDI turbidity 7, NR2E3 ag-2 4 and Peg3 promoter 0.
For COC(=O)c1ccc(N2CCN(C)CC2)c(NC(=O)COc2ccccc2)c1 the results were NR2E3 ag-1 4, HIF-2a inh 6, aDG glyco up -0.2, TRPM1 prom inh -9, CaV13 FRET inh -7, Exocytosis inh -2, Vif imaging -4, hiPSC survival 3.7, PDI turbidity 6, NR2E3 ag-2 -12 and Peg3 promoter 12.
For COc1ccc(C(=O)COC(=O)CCNS(=O)(=O)c2ccccc2)cc1Br the results were NR2E3 ag-1 3, HIF-2a inh 3, aDG glyco up -0.2, TRPM1 prom inh 0, CaV13 FRET inh -3, Exocytosis inh -6, Vif imaging 0, hiPSC survival -0.2, PDI turbidity 1, NR2E3 ag-2 -13 and Peg3 promoter -8.
`c1c2c(cc3sc(N4CCOCC4)nc13)OCO2` gave NR2E3 ag-1 -1, HIF-2a inh -108, aDG glyco up -0.2, TRPM1 prom inh -21, CaV13 FRET inh -8, Exocytosis inh 1, Vif imaging -3, hiPSC survival 3.7, PDI turbidity -6, NR2E3 ag-2 -112 and Peg3 promoter -202.
For O=C(NCCS(=O)(=O)NCc1ccccc1Cl)c1ccccc1 the results were NR2E3 ag-1 1, HIF-2a inh 12, aDG glyco up 0.0, TRPM1 prom inh 8, CaV13 FRET inh -6, Exocytosis inh -13, Vif imaging -1, hiPSC survival 1.4, PDI turbidity 1, NR2E3 ag-2 -7 and Peg3 promoter 15.
Screening Cc1ccc(S(=O)(=O)N/N=C/c2ccc3nccnc3c2)cc1 returned NR2E3 ag-1 -3, HIF-2a inh 13, aDG glyco up 0.0, TRPM1 prom inh 11, CaV13 FRET inh 10, Exocytosis inh -6, Vif imaging -4, hiPSC survival 0.0, PDI turbidity -8, NR2E3 ag-2 -9 and Peg3 promoter 21.
CC(C)(C)NC(=O)CSc1ccc(S(=O)(=O)N2CCOCC2)cn1 was read as NR2E3 ag-1 2, HIF-2a inh -6, aDG glyco up -0.2, TRPM1 prom inh 0, CaV13 FRET inh -7, Exocytosis inh 0, Vif imaging 2, hiPSC survival -0.4, PDI turbidity 1, NR2E3 ag-2 -9 and Peg3 promoter -14.
For CCOc1ccc(C(=O)N2CCCCCC2)cc1 the results were NR2E3 ag-1 0, HIF-2a inh -39, aDG glyco up -0.1, TRPM1 prom inh -6, CaV13 FRET inh -6, Exocytosis inh 1, Vif imaging -1, hiPSC survival -1.6, PDI turbidity 11, NR2E3 ag-2 -41 and Peg3 promoter -31.
For CCCCn1c(N)c(N(CC)C(=O)c2cccs2)c(=O)[nH]c1=O the results were HIF-2a inh 10, aDG glyco up -0.3, TRPM1 prom inh -16, CaV13 FRET inh -9, Exocytosis inh 0, Vif imaging 1, hiPSC survival -3.3, PDI turbidity 2, NR2E3 ag-2 21 and Peg3 promoter 6.
Screening CN(C(=O)c1ccc(NC(=O)Cc2ccc(NC(=O)C3CCCN(C(=O)C4CCCC4)C3)cc2)cc1)C1CCCC1 (stereo not given) returned HIF-2a inh -5, aDG glyco up 1.8, TRPM1 prom inh 8, CaV13 FRET inh -10, Exocytosis inh -1, Vif imaging -13, hiPSC survival 2.1, PDI turbidity 2, NR2E3 ag-2 -15 and Peg3 promoter -16.
For CCCOc1ccc(C(=O)Nn2c(C)nc3ccccc3c2=O)cc1 the results were NR2E3 ag-1 1, HIF-2a inh 3, aDG glyco up 0.0, TRPM1 prom inh -8, Exocytosis inh -2, Vif imaging -1, hiPSC survival 0.2, PDI turbidity 12, NR2E3 ag-2 10 and Peg3 promoter -11.
`CC(C)CC(NC(=O)C1CCCN1C(=O)CNC(=O)OCc1ccccc1)C(=O)O` (stereo not given) gave NR2E3 ag-1 4, HIF-2a inh 19, aDG glyco up 0.0, TRPM1 prom inh 9, CaV13 FRET inh -18, Exocytosis inh -12, Vif imaging 2, hiPSC survival 0.1, PDI turbidity -6, NR2E3 ag-2 8 and Peg3 promoter 0.
For COc1cc(NC(=O)C(C)Oc2ccccc2)c(OC)cc1NC(=O)c1ccccc1 (stereo not given) the results were NR2E3 ag-1 -2, HIF-2a inh 8, aDG glyco up -0.3, TRPM1 prom inh 8, Exocytosis inh 13, hiPSC survival -0.4, PDI turbidity 4, NR2E3 ag-2 5 and Peg3 promoter 21.

Random excerpt: two compounds from above.
For COc1cc(NC(=O)C(C)Oc2ccccc2)c(OC)cc1NC(=O)c1ccccc1 (stereo not given) the results were NR2E3 ag-1 -2, HIF-2a inh 8, aDG glyco up -0.3, TRPM1 prom inh 8, Exocytosis inh 13, hiPSC survival -0.4, PDI turbidity 4, NR2E3 ag-2 5 and Peg3 promoter 21.
For CC1CCCCC1N(C)C1CCN(C(=O)CNC(=O)/C=C/c2cccc(Cl)c2)CC1 (stereo not given) the results were NR2E3 ag-1 -2, HIF-2a inh 19, aDG glyco up 0.1, TRPM1 prom inh -8, CaV13 FRET inh -7, Exocytosis inh 27, Vif imaging 3, hiPSC survival -0.7, PDI turbidity -5, NR2E3 ag-2 -7 and Peg3 promoter -34.

Next compounds
Screening COc1ccc2[nH]c(C)c(CCN3C(=O)OC(C)(C)C3(C)O)c2c1 (stereo not given) returned NR2E3 ag-1 2, HIF-2a inh 3, aDG glyco up -0.2, TRPM1 prom inh -7, CaV13 FRET inh -3, Exocytosis inh -13, Vif imaging -13, hiPSC survival 0.1, NR2E3 ag-2 -7 and Peg3 promoter -6.
CCN(CC)C(=O)c1ccccc1NC(=O)CN1C(=O)c2ccccc2S1(=O)=O was read as NR2E3 ag-1 1, HIF-2a inh 2, aDG glyco up -0.1, TRPM1 prom inh 12, CaV13 FRET inh -2, Exocytosis inh -11, Vif imaging 9, hiPSC survival -0.5, PDI turbidity 6, NR2E3 ag-2 -16 and Peg3 promoter 9.
`COc1ccc(N2C(=O)C3CCCN3C2c2cccc(Br)c2)cc1` (stereo not given) gave NR2E3 ag-1 3, HIF-2a inh -17, aDG glyco up 0.0, CaV13 FRET inh -2, Exocytosis inh -1, Vif imaging 3, hiPSC survival 0.8, NR2E3 ag-2 -11 and Peg3 promoter 4.
CC(=O)OC1CCC2(C)C(=CCC3C4CC(=O)N(O)C(=O)C4(C)CCC32)C1 (stereo not given) was read as HIF-2a inh 6, aDG glyco up 0.3, TRPM1 prom inh 2, CaV13 FRET inh -6, Exocytosis inh -4, Vif imaging -11, hiPSC survival -2.5, PDI turbidity -1, NR2E3 ag-2 6 and Peg3 promoter 47.
For CCOC(=O)N1CCN(C2=C(NS(=O)(=O)c3ccc(Br)cc3)C(=O)c3ccccc3C2=O)CC1 the results were HIF-2a inh 2, aDG glyco up 1.2, CaV13 FRET inh -6, Exocytosis inh 1, hiPSC survival -2.2, PDI turbidity 6, NR2E3 ag-2 -14 and Peg3 promoter 17.
`O=C(CCSCc1cccc(Cl)c1)NCCc1ccccc1` gave NR2E3 ag-1 0, HIF-2a inh 1, aDG glyco up -0.1, TRPM1 prom inh -7, CaV13 FRET inh -3, Exocytosis inh 0, Vif imaging 0, hiPSC survival 0.7, PDI turbidity -15, NR2E3 ag-2 -14 and Peg3 promoter 3.
For CC(=O)Nc1ccc(NC(=O)C(C)OC(=O)CCC2CCCCC2)cc1 (stereo not given) the results were NR2E3 ag-1 4, HIF-2a inh 13, aDG glyco up -0.2, TRPM1 prom inh 6, CaV13 FRET inh -3, Exocytosis inh 1, Vif imaging 3, hiPSC survival -0.2, PDI turbidity 6, NR2E3 ag-2 0 and Peg3 promoter -1.
Screening CCOC(=O)CC(=O)Nc1ccc(C)cc1 returned NR2E3 ag-1 -2, HIF-2a inh -18, aDG glyco up -0.2, TRPM1 prom inh -6, CaV13 FRET inh -4, Exocytosis inh -4, Vif imaging 10, hiPSC survival 2.0, PDI turbidity 13, NR2E3 ag-2 -5 and Peg3 promoter -25.
Cc1cc(Nc2ccc([N+](=O)[O-])cc2)c2ccccc2n1 was read as NR2E3 ag-1 2, HIF-2a inh 18, aDG glyco up 0.2, TRPM1 prom inh 43, CaV13 FRET inh -21, Exocytosis inh 40, Vif imaging -6, hiPSC survival -0.2, PDI turbidity -6, NR2E3 ag-2 -6 and Peg3 promoter 11.

Source: PubChem
